Bioassay records as filed in PubChem BioAssay.
HepG2 tox – HepG2 cytotoxicity, counter-screen for TGF-b inhibitors | HepG2 CAGA-GFP viability, ATP luminescence, 18 h | Potency, µM (series often up to 46.1 µM), without a hit: at the top dose activity change, negative = cytotoxicity, most hits filed as cytotoxic | 0.76% of 410,000 active | AID 588856; further: potency means the concentration at half of the fitted maximal effect; some results filed as inactive show a strong effect at the top dose
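HepG2 CAGA-GFP cells (1000/well, DMEM with 1% FBS) received compound, then TGF-beta at 500 pg/mL final, and were incubated 18 hours at 37 degrees C. Viability was read by CellTiter-Glo luminescence. Media-only wells were set as complete cell-killing and DMSO as no toxicity.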
Nrf2 inh – blocks Nrf2 signaling | 2.1% of 360,000 active | A549 ARE-Fluc reporter, luciferase luminescence, 18-24 h | Potency, µM (titrated, usually from 46 µM), without a hit: top-dose activity change, negative = inhibition, usual class: inhibitors; further: potency means the concentration at half of the fitted maximal effect; on the % scale 0 is the no-effect control and ±100 the full control effect; nearly all actives have a fitted effect of over 60% in size
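Cells were seeded and rested 2 h, then exposed to compounds for 18-24 h. CellTiter-Fluor was read first as a viability measure. BugLite was added 15 min before the final luminescent read of ARE-luciferase activity in A549 cells.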
A549 viability – A549 cytotoxicity, counter-screen for Nrf2 inhibitors | 0.16% of 390,000 active | Potency, µM (top dose mostly 46 µM), for the others: at the highest dose activity change, negative = cytotoxicity, usual class: inhibitors | A549 ARE-Fluc cells, CellTiter-Fluor viability, 18-24 h; further: potency means the concentration at half of the fitted maximal effect; on the % scale 0 is the no-effect control and ±100 the full control effect
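A549 ARE-Fluc cells in 5% FBS OPTI-MEM, 5000 cells/well, rested 2 h then exposed to compounds in concentration-response for 18-24 h at 37 °C. Viability by CellTiter-Fluor fluorescence (Ex 405/Em 525) after 30 min; luciferase luminescence (BugLite, 15 min, RT) read afterwards.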
pAkt inh – inhibitors of Akt phosphorylation; 0.32% of 360,000 active; activity change, % for hits at 50 µM; Neuro2A IGF-stimulated pAkt S473 HTRF, 20 min; stronger effect = lower value; in the data active means activity change below about -80%; inconclusive means mostly about -51% to -80%; further: on the % scale 0 is the no-effect control and ±100 the full control effect
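Single-point screen (50 µM final compound) in Neuro2A cells stimulated 20 min with 6 nM IGF at 37 deg C. After lysis, Ser473-phosphorylated Akt read by HTRF (ex 330 nm, em 615/665 nm) as the 665/615 ratio.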
CCT modulator – changes cytosolic chaperonin activity. activity change, % (no concentration beside the values), hits read low. purified chaperonin ATPase assay, HTRF ADP detection, 30 min. AID 651819. 0.3% of 360,000 active; in the data active means activity change below about -30%; further: on the % scale 0 is the no-effect control and ±100 the full control effect
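TRiC at 40 or 20 nM final (batch-dependent) in 30 mM Tris pH 7.4, 100 mM KCl, 5 mM MgCl2, 1 mM DTT, with compound at single 76 uM and 10 uM ATP, 30 min at 37 deg C. ADP detected by HTRF Transcreener, 665/615 ratio.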
TGFb SMAD3 inh – inhibitors of TGF-b signaling; Potency, µM (highest dose often 46.1 µM), for inactives: at the highest dose activity, negative = inhibition, hits mostly inhibitors; HepG2 CAGA-GFP TGF-b/SMAD3 reporter, GFP fluorescence, 18 h; TGF-beta stimulated, 500 pg/mL final; 1.2% of 410,000 active; further: potency means the concentration at half of the fitted maximal effect; on the % scale 0 is the no-effect control and ±100 the full control effect; nearly all actives have a fitted effect of over 65% in size
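First, reporter cells (HEPG2 CAGA-GFP) rested 2 h at 37 degrees C. Next, compounds were pinned in and TGF-beta added to 500 pg/mL final. After 18 h, GFP was imaged per cell and summed per well.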
MmCpn inh – blocks the Methanococcus maripaludis chaperonin Mm-Cpn. purified Mm-Cpn ATPase, ADP Transcreener TR-FRET. Potency, µM (series often up to 76.9 µM), without a hit: at the top dose activity, negative = inhibition, hits mostly inhibitors. 0.031% of 330,000 active. AID 504842; further: potency means the concentration at half of the fitted maximal effect; on the % scale 0 is the no-effect control and ±100 the full control effect; nearly all actives have a fitted effect of over 80% in size
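Purified archaeal Mm-CPN (25nM final) preincubated 10 min at 37degC with compound, then 10uM ATP for 30 min at 37degC; ADP measured by HTRF Transcreener TR-FRET; buffer 30 mM TRIS pH 7.4, 100mM KCl, 5mM MgCl2, 1mM DTT.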
Abeta rescue – A-beta toxicity reversal in yeast. yeast expressing A-beta42, growth rescue, OD600, 48 h; response scale: 0% DMSO, 100% iron-clioquinol control. AID 1347071. Potency, µM (doses to about 46.1 µM), inactives show at the highest dose growth rescue, most hits filed as activators. 0.063% of 410,000 active; further: potency means the concentration at half of the fitted maximal effect; nearly all actives have a fitted effect of over 55% in size
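Yeast A-beta toxicity model in growth medium with pinned compounds, 48 h at 30 C; growth read as absorbance at 600 nm. Normalized to FeCl3/clioquinol equimolar mix (positive) and DMSO (negative).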
Nrf2 activator – activates Nrf2 signaling. AREc32 ARE-luciferase reporter (MCF7-derived line), luminescence, 24 h. Potency, µM (titrated, usually from 46.1 µM), without a hit: at the top dose activation, actives largely listed as activators. 0.31% of 410,000 active; further: potency means the concentration at half of the fitted maximal effect; % of control where 0% means no effect; nearly all actives have a fitted effect of over 65% in size
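Each well held 1000 AREc32 cells, which were incubated with compound for 24 hr at 37 deg C after overnight attachment, and ARE reporter activity was quantified by firefly luciferase luminescence.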
Starred values were filed as active, the others as inactive; i = inactive; ? = inconclusive; nt = not tested or not shown; & = joins results of further samples; [ ] = remark or other dose. Unless noted, the call rests on the fitted dose curve; in most records, active means well fitted curve in the direction sought with a large enough effect; inconclusive means small, poorly fitted or top-dose-only effect, or another doubt; inactive means no such curve, though single readings can be large; an effect the other way counts as inactive or inconclusive. This is a random part of the collection, and some 4.3% of all compounds hit somewhere here.

1: CCn1cc(C(=O)N2CCN(c3ccc(OC)cc3)CC2)c2cc(OC)c(OC)cc2c1=O
2: Cc1ccc(C)c(NC(=O)CN2C(=O)COc3ccc(S(=O)(=O)N4CCCC4)cc32)c1
3: COc1ccc(CC(=O)Nc2cccc(-c3nnc(-c4ccccc4)o3)c2)cc1OC
4: CCOc1cc2c(cc1OC)C(NC(=O)c1ccco1)CC2=O (stereo unspecified)
5: COCc1cccc(N2C(=O)CC(C3C=C(C)C4C(=O)N(c5cccc(COC)c5)C(=O)C4C3)C2=O)c1 (stereo unspecified)
6: O=C(O)CCC(=O)c1ccc(C2CCCCCC2)cc1
7: OCCN(Cc1ccccc1)Cc1ccc(Cl)cc1
8: CCOC(=O)c1sc(NC(=O)COC(=O)CNC(=O)C2CCCCC2)c(C(=O)OCC)c1C
9: OC(COCc1ccccc1)CN1CCCCC1 (stereo unspecified)
10: Cc1cc([N+](=O)[O-])nn1CC(=O)N1CCN(Cc2ccccc2)CC1
entry no.,1,2,3,4,5,6,7,8,9,10
HepG2 tox,2%&0%,-8%,-55%,1%,4%,-27%,3%,-27%,-3%,-13%
Nrf2 inh,11%,10%,?,11%,-9%,nt,-8%,-21%,0%,-7%
A549 viability,1%&0%,0%,?,-5%,-4%,nt,3%,0%,3%,-1%
pAkt inh,i,i,i,i,i,i,i,i,i,i
CCT modulator,0.2,-1.0,-0.4,-1.1,-1.1,0.0,1.6,-1.3,1.8,1.0
TGFb SMAD3 inh,5%&-18%,0%,?,-2%,-2%,0%,-26%,?,-2%,-1%
MmCpn inh,0%,1%,0%,-1%,-2%,nt,-3%,-13%,1%,?
Abeta rescue,-12%&-11%,18%,-15%,0%,0%,-7%,13%,-8%,nt,-8%
Nrf2 activator,-0.7%&5.1%,-0.4%,-0.2%,0.3%,0.4%,0.7%,-0.4%,0.3%,0.4%,-0.8%

11: c1ccc(CCNC2=NCCS2)cc1
12: Cn1c(C(=O)NC2CCCC2)cc2c(=O)n(C)c3ccccc3c21
13: COc1ccc(NC(=O)C(=O)NCCN2CCN(C(=O)c3cccc(Br)c3)CC2)cc1
14: Cc1ccc(F)c(NC(=O)Nc2ccc3snnc3c2)c1
15: O=C(COC(=O)c1cc2ccccc2oc1=O)Nc1cccc(S(=O)(=O)N2CCCCCC2)c1
16: O=C(NNC(=O)C1CCCCC1)c1ccco1
17: O=C(NCC1CCCO1)C1c2ccccc2C(=O)N1Cc1ccc2c(c1)OCO2 (stereo unspecified)
18: Cc1ccc(Cn2c(CO)cnc2SCc2cccc(F)c2)cc1
19: O=C(O)CNC(=S)N(Cc1ccco1)Cc1ccccc1Cl
20: CCCN1CCN(C(=O)c2cc(COc3ccc4ncccc4c3)on2)CC1
entry no.,11,12,13,14,15,16,17,18,19,20
HepG2 tox,18%,1%,23%,-27%,-14%,4%,-16%,-27%,-1%,-10%
Nrf2 inh,5%,?,-6%,1%,9%,21%,nt,nt,-5%,5.2µM*
A549 viability,1%,18%,-3%,-3%,2%,-2%,21%,13%,2%,-18%
pAkt inh,i,i,i,nt,i,i,i,nt,i,i
CCT modulator,0.3,-1.1,-5.1,nt,-1.8,0.4,2.8,nt,0.0,0.4
TGFb SMAD3 inh,0%,-2%,-9%,-27%,14%,7%,-1%,-23%,-17%,-27%
MmCpn inh,2%,10%,-3%,nt,0%,3%,?,nt,-1%,-1%
Abeta rescue,-4%,-3%,2%,-13%,-4%,-5%,-1%,1%,1%,1%
Nrf2 activator,0.4%,3.2%,-0.2%,0.6%,3.3%,0.1%,-0.2%,-0.9%,-0.1%,2.2%

21: COc1ccc(-n2c(=S)[nH]c3cc(C(=O)Nc4ccc(F)cc4)ccc3c2=O)c(OC)c1
22: Cc1nc2nc(SCC(=O)N3CCOCC3)nn2c(C)c1Cc1ccccc1
23: CC(C)Cn1c(N)c(C(=O)COC(=O)CCc2nc3ccccc3c(=O)[nH]2)c(=O)n(C)c1=O
24: COc1ccc2c(c1)c1c(c(=O)n(-c3ccc(OC)c(OC)c3)c(=O)n1CC(=O)N1CCCC1)n2C
25: Cc1cc(NC(=O)c2ccc(S(=O)(=O)N(C)C)cc2)no1
26: CCCC1(CCC)NC(=O)N(CC(=O)Nc2ccc(Cl)c(S(=O)(=O)N3CCOCC3)c2)C1=O
27: COC(=O)Cc1cnc(NC(=O)CSc2nc(C(C)C)cc(=O)[nH]2)s1
28: NNC(=O)COc1ccccc1[N+](=O)[O-]
29: O=C(CSc1nc2ccccc2c(=O)n1CC1CCCO1)N1CCN(c2ccccc2)CC1 (stereo unspecified)
30: Cc1nc2cc(C(=O)O)ccc2n1-c1ccccc1
entry no.,21,22,23,24,25,26,27,28,29,30
HepG2 tox,-5%,-24%,1%,-12%,-13%,-2%,7%,15%,7%,-12%
Nrf2 inh,21µM*,5%,?,9%,11%,?,5%,12%,nt,-7%
A549 viability,1%,-5%,-8%,4%,-18%,-22%,-4%,2%,2%,1%
pAkt inh,i,i,i,nt,i,i,i,i,i,i
CCT modulator,1.9,-1.2,0.8,nt,-0.3,1.1,-2.9,-3.1,1.4,0.3
TGFb SMAD3 inh,-21%,-17%,0%,2%,1%,-15%,10%,-1%,-16%,-1%
MmCpn inh,-1%,-1%,2%,nt,1%,-4%,-1%,-6%,nt,0%
Abeta rescue,6%,8%,-2%,-14%,4%,15%,2%,1%,-9%,-13%
Nrf2 activator,4.0%,-0.3%,-1.2%,-0.7%,-0.5%,4.7%,-0.4%,0.4%,-0.1%,0.3%

4 of the entries above in order of the TGFb SMAD3 inh value, rising:
| # | SMILES | TGFb SMAD3 inh |
| --- | --- | --- |
| 29 | O=C(CSc1nc2ccccc2c(=O)n1CC1CCCO1)N1CCN(c2ccccc2)CC1 (stereo unspecified) | -16% |
| 26 | CCCC1(CCC)NC(=O)N(CC(=O)Nc2ccc(Cl)c(S(=O)(=O)N3CCOCC3)c2)C1=O | -15% |
| 4 | CCOc1cc2c(cc1OC)C(NC(=O)c1ccco1)CC2=O (stereo unspecified) | -2% |
| 10 | Cc1cc([N+](=O)[O-])nn1CC(=O)N1CCN(Cc2ccccc2)CC1 | -1% |

Following part.
31: O=S(=O)(CCc1ccccc1)CS(=O)(=O)CCc1ccccc1
32: CC(OC(=O)c1cccc(S(=O)(=O)Nc2ccccc2F)c1)C(=O)NCc1ccc2c(c1)OCO2 (stereo unspecified)
33: O=C1CCC(O)CCN1CCSc1ccccc1 (stereo unspecified)
34: CCc1c(C)nc(SCC(N)=O)c(C#N)c1C
35: CCN1C(=NCc2ccc(OC)cc2)N[C@@H](c2ccccc2)C(C(=O)OC)=C1C
36: CO/N=C/CC(=O)c1ccc(-c2ccccc2)cc1
37: CS(=O)(=O)N(CC(=O)Nc1ccc(S(=O)(=O)N2CCCC2)cc1)c1ccccc1F
38: O=C(CSc1nnc2ccccn12)c1ccc(OC(F)F)cc1OC(F)F
39: COc1ccc(CCNc2nc(SCc3ccccc3F)nc3ccccc23)cc1OC
40: COc1cccc(-c2nn3c(=O)cc(CN4CCN(C(=O)/C=C/c5ccccc5)CC4)nc3s2)c1
41: CCCCN1CC(=O)N2[C@H](c3ccc(OC)cc3)[C@@H]3C(=O)N(CC)C(=O)[C@@H]3[C@]2(Cc2ccccc2)C1=O
entry no.,31,32,33,34,35,36,37,38,39,40,41
HepG2 tox,9%,0%,36%&-10%,-1%,-19%,-2%,-1%,-16%,-11%,2%,-14%
Nrf2 inh,5%,?,24%,-11%,7%,-10%,5%,-11%,nt,nt,6%
A549 viability,1%,-4%,-11%,1%,-6%,1%,1%,-3%,-16%,3%,17%
pAkt inh,i,i,i,i,i,i,i,i,nt,nt,i
CCT modulator,-1.1,-0.5,2.0,-1.3,-1.5,-0.1,1.4,-2.6,nt,nt,-0.4
TGFb SMAD3 inh,2%,5%,?,-3%,?,-4%,-3%,-10%,-20%,-14%,-3%
MmCpn inh,nt,1%,0%,1%,1%&2%,-3%,-1%,-2%,nt,nt,-5%
Abeta rescue,7%,3%,-11%,-6%,-8%,20%,0%,18%,7%,-4%,-2%
Nrf2 activator,-0.8%,0.3%[9.22 µM],-0.5%,-0.3%,0.7%,3.4%,-0.2%,0.0%,0.7%,3.7%,-0.2%

Compound profiles (already shown):
Profile of CCc1c(C)nc(SCC(N)=O)c(C#N)c1C = HepG2 tox = -1%; Nrf2 inh = -11%; A549 viability = 1%; pAkt inh = i; CCT modulator = -1.3; TGFb SMAD3 inh = -3%; MmCpn inh = 1%; Abeta rescue = -6%; Nrf2 activator = -0.3%
Profile of CC(OC(=O)c1cccc(S(=O)(=O)Nc2ccccc2F)c1)C(=O)NCc1ccc2c(c1)OCO2 (stereo unspecified) = HepG2 tox = 0%; Nrf2 inh = ?; A549 viability = -4%; pAkt inh = i; CCT modulator = -0.5; TGFb SMAD3 inh = 5%; MmCpn inh = 1%; Abeta rescue = 3%; Nrf2 activator = 0.3%[9.22 µM]
